Assay outcomes from PubChem.
RAD52 anneal inh: RAD52 DNA annealing inhibitors, primary screen, biochemical, FRET, single point, set 2; hit rate 0.46% among 360,000; inhibition, % at 18.7 µM; AID 651710, 2012; recombinant RAD52 DNA annealing, FRET fluorescence; DNA repair protein RAD52 homolog (Homo sapiens), P43351;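 active means every replicate showing at least 50% inhibition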
Target sequence (P43351 whole entry, looked up): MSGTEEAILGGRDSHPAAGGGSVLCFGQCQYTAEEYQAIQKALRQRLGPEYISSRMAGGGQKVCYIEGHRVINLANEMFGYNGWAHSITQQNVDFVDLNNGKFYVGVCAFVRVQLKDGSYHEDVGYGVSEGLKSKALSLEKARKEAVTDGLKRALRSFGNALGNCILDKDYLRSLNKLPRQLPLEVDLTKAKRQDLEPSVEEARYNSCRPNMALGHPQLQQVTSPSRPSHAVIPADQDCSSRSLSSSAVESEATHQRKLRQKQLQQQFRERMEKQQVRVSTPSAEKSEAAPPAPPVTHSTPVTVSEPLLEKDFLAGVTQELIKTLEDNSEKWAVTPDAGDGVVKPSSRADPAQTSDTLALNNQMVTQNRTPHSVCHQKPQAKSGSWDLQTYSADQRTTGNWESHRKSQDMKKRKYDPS
E-selectin induc: E-selectin induction in HUVECs, primary screen, imaging, HUVEC, immunofluorescence imaging, single point. P16581. normalized: neutral wells 0, TNF-alpha wells 100. activation, % at 7.58 µM. hit rate 0.37% among 260,000. AID 686992, 2013;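 active means mean E-selectin-positive cell signal at least 10% of the positive control, reached in at least 60% of replicates, without over 20% cell loss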;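 further: in these data hits start at about 27%; measured in HUVEC primary endothelial cells; signal is the percent of cells scored E-selectin positive by PE staining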
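Test system: HUVEC; input: 3,000 HUVEC/well; measured by: immunofluorescence imaging; read-out: % PE-positive cells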
S100A4 MyoIIA: inhibitors of S100A4-myosin IIA peptide binding, primary screen, biochemical, fluorescence polarization, TAMRA-MyoIIA peptide | AID 652163, 2013 | inhibition, % at 10.7 µM | Protein S100-A4 (Homo sapiens), P26447 | hit rate 0.14% among 360,000;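 active means mean inhibition of at least 70% across replicates, with every replicate also reaching that level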
Target sequence (P26447 whole entry, looked up): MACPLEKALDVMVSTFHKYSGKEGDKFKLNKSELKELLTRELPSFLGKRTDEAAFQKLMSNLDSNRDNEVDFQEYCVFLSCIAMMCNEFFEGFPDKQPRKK
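Material: S100A4 monomer protein | Medium: HEPES pH 7.2 with CaCl2, KCl, NaCl, DTT, Triton | Reagent: Labelled myosin peptide probe, 5 nM | Doses: One dose per compound | Times: 5 min incubation before reading | Benchmarks: Neutral control DMSO, positive control TFP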
ERp5 inh: inhibitors of ERp5-driven insulin aggregation, primary screen, biochemical, turbidity, absorbance 650 nm, single point. Protein disulfide-isomerase A6 (Homo sapiens), Q15084. 90 min. inhibition, % at 9.99 µM. hit rate 0.05% among 350,000;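 active means mean replicate inhibition above about 25%, with every replicate also reaching it, limit read from the data, passing the limit was not always enough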
Target sequence (Q15084 whole entry, looked up): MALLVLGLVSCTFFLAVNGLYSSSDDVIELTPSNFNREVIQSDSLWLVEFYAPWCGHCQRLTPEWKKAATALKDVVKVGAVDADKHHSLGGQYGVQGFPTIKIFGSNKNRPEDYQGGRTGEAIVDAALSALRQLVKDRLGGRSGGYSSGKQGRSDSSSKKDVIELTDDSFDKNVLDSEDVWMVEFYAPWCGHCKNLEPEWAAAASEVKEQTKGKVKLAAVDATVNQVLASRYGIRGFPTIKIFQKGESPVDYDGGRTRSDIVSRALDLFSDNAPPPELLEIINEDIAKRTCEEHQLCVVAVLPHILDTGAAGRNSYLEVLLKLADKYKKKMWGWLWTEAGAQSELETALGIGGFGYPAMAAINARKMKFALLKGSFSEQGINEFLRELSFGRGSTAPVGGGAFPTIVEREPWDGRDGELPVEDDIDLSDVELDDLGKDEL
RAD54 inh: inhibitors of human RAD54 branch migration, primary screen, biochemical, fluorescence, single point; DNA repair and recombination protein RAD54-like (Homo sapiens), Q92698; RAD54 Holliday junction branch migration, FAM/BHQ fluorescence; inhibition, % at 10.4 µM; hit rate 0.14% among 360,000; AID 602329, 2012;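 active means mean normalized replicate activity at least 40 and at least half of replicates scoring 40 or more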;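 further: 0% = median of neutral control wells and 100% = median of positive control wells; inhibitors cause a drop in the FAM fluorescence signal; in these data hits start at about 50%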
ERAP1 inh: human ERAP1 aminopeptidase inhibitors, primary screen, biochemical, single point, plate reader; inhibition, % at 10.7 µM; recombinant ERAP1, Leu-AMC fluorescence, 60 min; hit rate 0.15% among 340,000; Endoplasmic reticulum aminopeptidase 1 (Homo sapiens), Q9NZ08;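 active means mean replicate inhibition of at least 30%, or all replicates individually reaching that 30% level; inactive means mean below 30% and not every replicate reaching it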;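 further: 0% = neutral control wells and 100% = L-leucinethiol positive control wells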
esBAF inh: Bmi1 luciferase reporter increase in mESCs, primary screen, esBAF inhibitor project, mouse ES cells, Bmi1 luciferase knock-in, single point. hit rate 2% among 350,000. AID 602393, 2012. reporter increase, % at 12.5 µM. 24 h; 100% = twice the neutral-well signal; in the data active means activation above about 40%;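 further: 0% = median of the plate's neutral control wells and 100% = double that signal; a rise in the Bmi1 reporter signal indicates esBAF inhibition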
Xi reactivation: activators of inactive X chromosome reactivation, primary screen, imaging, XiGFP fibroblasts, GFP high-content imaging, set 2 | XiGFP mouse fibroblasts, % GFP-positive cells imaging, 3 d; cells co-treated with 5-aza-dC sensitizer; scaled so ellipticine positive control = 100% | activation, % at 7.58 µM | hit rate 0.055% among 360,000 | AID 743238, 2013;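 active means mean normalized replicate activation at least 10% and every replicate at or above 10%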;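 further: 0% = median of on-plate neutral control wells and 100% = ellipticine 6 µM median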
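System: 68-5-11 XiGFP fibroblast line | Buffer or medium: DMEM containing 5-aza-dC | Compound: Single point | Times: Compounds 3 days, fix/stain 15 min at room temperature | Benchmarks: Positive control ellipticine, 6 µM final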
An asterisk follows results filed as active; · = not tested or not shown; & = joins results of further samples. Not a hit list. About 2.5% of those tested had a hit in this group.

No. | canonical_smiles | RAD52 anneal inh | E-selectin induc | S100A4 MyoIIA | ERp5 inh | RAD54 inh | ERAP1 inh | esBAF inh | Xi reactivation
1 | Cc1ccc(S(=O)(=O)N(C)C[C@H]2Oc3ccc(NS(C)(=O)=O)cc3C(=O)N([C@H](C)CO)C[C@H]2C)cc1 | -6 | -0.1 | -2 | 9 | 2 | -2 | -1 | -1.3
2 | CCN(CC(=O)Nc1ccccc1C(F)(F)F)C(=O)c1ccccc1Cc1ccccc1 | -2 | 2.7 | -8 | 4 | 1 | -2 | -5 | -0.1
3 | COc1ccc(C(=O)C(=NN)c2ccccc2)cc1 | -2 | -0.2 | 0 | -2 | -9 | -2 | 45* | 0.0
4 | COc1cc(/C=N/Nc2nc(=O)[nH]nc2C)cc([N+](=O)[O-])c1O | -2 | 1.7 | 0 | -2 | · | 7 | · | 0.1
5 | C[C@@H]1CN([C@@H](C)CO)C(=O)c2cc(NC(=O)Nc3cccc4ccccc34)ccc2O[C@@H](C)CCCCO[C@H]1CN(C)C(=O)c1ccccc1 | -10&-6 | -0.2 | -1&-4 | 0&5 | -6&3 | -3&2 | 8&1 | 0.2&0.0
6 | O=C(CN(Cc1ccccc1)C1=NCCS1)c1ccc(Cl)cc1 | -2 | · | 1 | -1 | · | 0 | · | 0.0
7 | COC(=O)[C@@]12CCCCN1[C@H](c1ccc(SC3CCCCC3)cc1)[C@@H]1C(=O)N(C)C(=O)[C@@H]12 | -4 | -0.1 | -1 | -3 | -3 | · | 1 | 1.1
8 | Cc1ccccc1S(=O)(=O)N(C)C[C@H]1OCc2ccccc2-c2c(n(C)c3ccccc23)C(=O)N([C@@H](C)CO)C[C@@H]1C | 21 | 0.7 | 0 | 5 | -1 | -1 | -2 | 0.0
9 | Cc1cc(-c2ccco2)n(CC(=O)NCCN(C)C)n1 | -3 | 1.5 | 1 | -5 | -5 | 3 | -37 | 0.1
10 | CCOC(=O)C1CCCN(C(=O)CCNC(=O)Cn2ccc3ccccc3c2=O)C1 (configuration not stated) | -7 | · | 1 | 1 | · | 3 | 4 | 0.5
11 | Cc1csc(NC(=O)c2cc(C)on2)n1 | 7 | · | 1 | -7 | -6 | 1 | 2 | -0.4
12 | Cn1c(=O)c2c(nc(Sc3ncnn3CC(=O)N3CCOCC3)n2C)n(C)c1=O | -8 | -0.3 | 1 | 1 | -8 | · | -5 | 0.7
13 | Cc1ccc2c(c1)C(c1ccccc1)N(C(=O)c1cccc([N+](=O)[O-])c1)CC(=O)N2 (configuration not stated) | -23 | 0.0 | -2 | 0 | · | 1 | · | 0.0
14 | CCN(Cc1cccc(OC)c1)CC1CCCN(CCc2cccc(OC)c2)C1 (configuration not stated) | -5 | · | -19 | -2 | -3 | -3 | 1 | 0.0
15 | COCCCNc1nc2ccccc2nc1NS(=O)(=O)c1cccc(Cl)c1 | -17 | 0.7 | 1 | 3 | -11 | 0 | -4 | 0.0
16 | CCCOC(=O)c1ccc(Oc2cn[nH]c2-c2ccc(OCC(=O)NN)cc2O)cc1 | -9 | 0.2 | 4 | -4 | -4 | · | -6 | 0.1
17 | O=C(NC1CCCCCC1)c1[nH]c(C(F)(F)F)nc1-c1ccccc1 | -3 | · | 3 | 0 | 13 | -2 | -1 | 0.0
18 | CCCCNc1cc(C(=O)O)cc(S(N)(=O)=O)c1Oc1ccccc1 | 6 | -2.4 | 1&0 | -1 | 5&-8 | -1 | 1&2 | 0.1
19 | Cc1ccc(NC(=O)c2ccc3ccccc3n2)cc1S(=O)(=O)N1CCOCC1 | -8 | -1.1 | 5 | -8 | -9 | -3 | 7 | 0.0
20 | CSc1nncc(-c2ccccc2)n1 | 2 | 0.0 | -1 | 7 | -8 | 1 | 2 | 0.0
21 | O=S(=O)(c1cccs1)N1CCCCN2[C@H](CO)[C@H](c3ccc(Br)cc3)[C@@H]2C1 | -30 | 0.0 | -2 | -4 | 6 | -1 | -5 | 0.2
22 | CCCc1c(-c2cccc(Cl)c2)ncn1Cc1ccccc1OC | 11 | -0.2 | 16 | -5 | · | -1 | · | 0.3
23 | CCc1ccc(NC(=O)Nc2ccsc2C(=O)OC)cc1 | 7 | -0.4 | -2 | 3 | -4 | -4 | -16 | 0.6
24 | CCN1CCN(C(=O)CCn2c(=O)c3cccn3c3cccnc32)CC1 | -7 | · | -30 | -2 | 13 | -3 | 0 | 0.1
25 | Cn1nccc1-c1ccc(C(=O)Nc2cccc(NS(C)(=O)=O)c2)c2occc12 | -9 | 0.1 | -4 | 2 | -15 | -1 | 46* | -0.1
26 | Cc1noc(C)c1S(=O)(=O)N(C)C[C@@H]1Oc2ccc(NC(=O)Nc3ccc(C(F)(F)F)cc3)cc2CC(=O)N([C@@H](C)CO)C[C@@H]1C | · | 0.2 | · | · | -1 | · | 1 | -1.0
27 | Cc1ccc(S(=O)(=O)N(C)C[C@H]2OCCCC[C@H](C)Oc3ccc(NC(=O)Nc4cccc5ccccc45)cc3C(=O)N([C@H](C)CO)C[C@@H]2C)cc1 | -3 | -0.2 | -5 | 5 | -5 | -2 | -6 | 0.4
28 | CC(C)CC(NC(=O)C1CCC(C)CC1)C(=O)Nc1ccccc1F (configuration not stated) | -20 | · | -2 | -2 | 0 | 1 | -2 | 0.1
29 | O=C(CCCn1c(=O)[nH]c2ccc(Br)cc2c1=O)NCc1ccc(Cl)cc1 | -18 | -0.4 | 5 | 4 | · | 0 | -1 | 0.0
30 | Cn1c(-c2ccccc2)c(C(=O)CCl)c2ccccc21 | -12 | · | 0 | -3 | · | -4 | · | 0.0
31 | CO[C@@H]1CN(C)C(=O)c2cc(NC(=O)NC3CCCCC3)ccc2OC[C@H](C)N(C)C[C@@H]1C | 16 | -0.2 | 8 | -2 | -7 | -2 | -5 | -0.1
32 | Cc1cccc(NC(=O)c2ccc3c(=O)n4c(nc3c2)CCCCC4)n1 | 0 | · | 2 | 1 | · | 0 | -37 | 0.1
33 | COc1ccc(CCC(=O)Nc2cccc(S(=O)(=O)N3CCOCC3)c2)cc1OC | -8 | 0.6 | -5 | 4 | 7 | -5 | 4 | -0.1
34 | Cc1cc2oc(C(=O)NCCc3ccc(S(N)(=O)=O)cc3)cc(=O)c2cc1C | 6 | · | 2 | 10 | 9 | 1 | -3 | -0.1
35 | C[C@@H]1CN([C@@H](C)CO)C(=O)c2cc(C#Cc3ccccc3F)cnc2O[C@H]1CN(C)C(=O)C1CC1 | -3 | 1.0 | -9 | 7 | 1 | 2 | 18 | -1.2
36 | O=C1Nc2ccc(Br)cc2/C1=C/C(=O)c1ccc2c(c1)OCO2 | -21 | 0.0 | -1 | 25 | · | 0 | · | 0.1
37 | Cc1csc2c(NCCCN3CCOCC3)ncnc12 | -9 | 1.6 | 0 | 3 | · | -4 | · | 0.2
38 | CCCC#Cc1cnc2c(c1)C(=O)N([C@H](C)CO)C[C@@H](C)[C@@H](CN(C)S(C)(=O)=O)O2 | -11 | -0.3 | 4 | 2 | 1 | 1 | 2 | 0.1
39 | CC(C)Cn1c(CCC(N)=O)nnc1SC(C)C(=O)Nc1ccc2c(c1)OCO2 (configuration not stated) | 0 | 0.1 | -7 | -4 | -7 | -3 | 2 | 0.0
40 | Cc1ccc(CNC(=O)CCC(=O)Nc2nnc(C3CCCCC3)s2)cc1 | -4 | · | 1 | · | · | -8 | · | 0.1
41 | COc1ccc(NC(=O)Nc2ccc3c(c2)C(=O)N([C@H](C)CO)C[C@@H](C)[C@H](CN(C)Cc2ccncc2)O3)cc1 | 9 | -5.1 | 1 | -1 | 0 | -1 | 0 | 0.1
42 | CC(C)C(=O)Nc1ccc2c(c1)C(=O)N(C)[C@H]1CC[C@H](CC(=O)O)O[C@H]1CO2 | -8 | 0.5 | -1 | -3 | 0 | 0 | -6 | 0.0
43 | Cc1ccc(Cl)c(OCC(=O)NN2CCN(C)CC2)c1 | -19 | · | -1 | 3 | 2 | 0 | -4 | 0.0
44 | O=C(O)C(Cc1ccnc2ccccc12)=NO | -43 | -0.1 | 2 | 4 | -18 | -5 | 0 | 0.4
45 | CN(C)S(=O)(=O)c1ccc(C(=O)NCCN=C2NS(=O)(=O)c3ccccc32)cc1 | 10 | -0.1 | 0 | 2 | 7 | 0 | -2 | 0.0
46 | CN(CC(=O)NCCc1ccc(Cl)cc1)S(=O)(=O)c1ccc2c(c1)c(=O)n(C)c(=O)n2C | -14 | -0.7 | 0 | 8 | -3 | -1 | -8 | 0.3
47 | CCOC(=O)c1cc(CC)sc1NC(=O)C1CC1 | -14 | · | -5 | -6 | -1 | 1 | -5 | ·
48 | COc1cc(/C=C/C(=O)O)cc(Br)c1O | -20 | 6.2 | 16 | -1 | 2 | 0 | -3 | -0.1
49 | C[C@H](CO)N1C[C@H](C)[C@@H](CN(C)C(=O)Nc2cccc3ccccc23)OCCCC[C@H](C)Oc2ccc(NC(=O)c3ccncc3)cc2C1=O | -3 | 0.2 | 4 | 1 | -10 | -5 | -5 | 0.0
50 | COc1ccc(S(=O)(=O)Nc2ccc3c(c2)C(=O)N([C@H](C)CO)C[C@H](C)[C@@H](CN(C)S(=O)(=O)c2cccs2)OCCCC[C@@H](C)O3)cc1 | 3 | · | 27 | 0 | -3 | 4 | 1 | -0.1
51 | COc1ccc(NC(=O)C2CCCN2C(=O)Nc2ccc(OC)cc2)cc1 (configuration not stated) | -15 | · | -2 | 1 | -1 | -4 | -9 | 0.0
52 | COCCNC(=O)c1onc(CSc2cc(C)ccc2C)c1C(=O)O | -7 | 0.0 | -2 | -6 | -7 | · | 2 | 0.0
53 | O=C(C[C@@H]1CC[C@@H]2[C@H](COC[C@@H](O)CN2Cc2ccc(Oc3ccccc3)cc2)O1)N1CCCCC1 | 18 | 0.0 | 4 | -1 | -4 | 1 | -6 | -0.1
54 | CC1CCCCC12NC(=O)N(CC(=O)NCc1ccco1)C2=O (configuration not stated) | -12 | · | 5 | 2 | 9 | 2 | -2 | 0.1
55 | COc1ccccc1NC(=O)CSc1ccc(-c2cccs2)nn1 | -16 | 11 | -2 | -1 | · | 0 | · | 1.0
56 | CC(C)OC(=O)CSc1nnc(-c2ccc([N+](=O)[O-])cc2)o1 | -3 | · | 1 | -7 | 7 | -2 | -3 | 0.0

Full records, quoted from the list:
Entry for CC(C)Cn1c(CCC(N)=O)nnc1SC(C)C(=O)Nc1ccc2c(c1)OCO2 (configuration not stated) → RAD52 anneal inh: 0; E-selectin induc: 0.1; S100A4 MyoIIA: -7; ERp5 inh: -4; RAD54 inh: -7; ERAP1 inh: -3; esBAF inh: 2; Xi reactivation: 0.0
Entry for COc1cc(/C=N/Nc2nc(=O)[nH]nc2C)cc([N+](=O)[O-])c1O → RAD52 anneal inh: -2; E-selectin induc: 1.7; S100A4 MyoIIA: 0; ERp5 inh: -2; RAD54 inh: ·; ERAP1 inh: 7; esBAF inh: ·; Xi reactivation: 0.1
